CCR6 antagonist – blocks CCL20-driven beta-arrestin recruitment at human CCR6; CHO-K1 CCR6 PathHunter beta-arrestin, luminescence, CCL20-stimulated; inhibition, % at 20 µM; actives 0.49% (n = 340,000); AID 493098;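 active = compounds whose inhibition of the agonist-driven luminescence signal at 20 µM reaches about 50%, limit read from the data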;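 also: cells stimulated with CCL20 at 14 nM final; plate controls were DMSO with CCL20 for no effect and DMSO without agonist for full effect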
EBI2 block – blocks human EBI2 receptor beta-arrestin signaling. AID 651636. P32249. inhibition, % at 5 µM. EBI2 beta-arrestin recruitment, luminescence, 7a,25-OHC stimulated. actives 0.81% (n = 360,000); in the data active = inhibition above about 38%;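 also: enzyme fragment complementation signal reports receptor beta-arrestin coupling in cells; 0% = agonist plus DMSO wells and 100% = wells without agonist; some results beyond the cut were filed as inactive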
Target sequence (P32249 whole entry, looked up, the tested form may be a part): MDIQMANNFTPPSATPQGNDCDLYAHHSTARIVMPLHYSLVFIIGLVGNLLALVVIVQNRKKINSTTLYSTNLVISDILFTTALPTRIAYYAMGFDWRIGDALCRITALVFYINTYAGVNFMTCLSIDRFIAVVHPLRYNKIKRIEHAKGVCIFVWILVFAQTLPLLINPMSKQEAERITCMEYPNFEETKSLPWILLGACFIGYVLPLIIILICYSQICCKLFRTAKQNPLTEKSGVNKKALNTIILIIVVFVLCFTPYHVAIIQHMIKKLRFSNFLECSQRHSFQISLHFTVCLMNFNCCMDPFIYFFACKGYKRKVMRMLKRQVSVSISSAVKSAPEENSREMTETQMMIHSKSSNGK
CXCR6 inh – CXCR6 (human) receptor inhibition. O00574. CHO-K1 PathHunter CXCR6 beta-arrestin, luminescence. inhibition, % at 20 µM. actives 0.36% (n = 360,000); in the data active = inhibition above about 34%, passing the limit was not always enough;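 also: antagonist mode with CXCL16 agonist at 10 nM final; 0% = 10 nM CXCL16 with DMSO and 100% = unstimulated wells without agonist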
Target sequence (O00574 whole entry, looked up): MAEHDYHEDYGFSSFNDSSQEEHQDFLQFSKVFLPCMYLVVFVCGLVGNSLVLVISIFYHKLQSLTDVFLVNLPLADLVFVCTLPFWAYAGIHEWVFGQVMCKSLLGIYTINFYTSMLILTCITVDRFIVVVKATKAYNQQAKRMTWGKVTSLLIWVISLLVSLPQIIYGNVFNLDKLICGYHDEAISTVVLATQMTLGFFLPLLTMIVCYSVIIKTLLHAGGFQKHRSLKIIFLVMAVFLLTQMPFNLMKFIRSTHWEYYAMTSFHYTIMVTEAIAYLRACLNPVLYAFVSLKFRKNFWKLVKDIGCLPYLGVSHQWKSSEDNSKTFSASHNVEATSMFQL
The depositor's hits bear a star.

SMILES	CCR6 antagonist	EBI2 block	CXCR6 inh
CCN1C[C@@H]2[C@@H]3C(=O)N(C)C(=O)[C@@H]3[C@](CC)(C(=O)OC)N2C1=NCc1ccccc1	-2.3	-5.8	-5.9
COc1ccc2oc(C(=O)N3CCN(S(=O)(=O)c4c(C)c(C)cc(C)c4C)CC3)c(C)c2c1	11.5	79.9*	16.9
O=c1[nH]c2ccc(Br)cc2o1	6.7	6.1	-1.3
C[C@@H]1CN(S(=O)(=O)C(C)(C)C)[C@@H](CCO)/C1=C\c1ccccc1	0.0	-1.7	2.4
c1ccc(COc2ncnc3c2ncn3CCCNCc2ccc3c(c2)OCO3)cc1	12.5	-9.5	2.9
CCOC(=O)c1cnn(-c2nc(-c3ccc(C)cc3)cs2)c1C(F)(F)F	9.9	45.0*	-3.8
COc1ccccc1C1C2=C(N=c3s/c(=C/c4cccc(OCC(=O)O)c4)c(=O)n31)c1ccccc1CC2 (configuration not stated)	14.7	-2.0	-7.9
COc1ccc(C(=O)C(CN2CCOCC2)c2ccccc2)cc1F (configuration not stated)	-6.5	-36.6	-11.3
CC(=O)Nc1ccc(S(=O)(=O)NC2(c3ccccc3)C(=O)N(C)C(=O)N(C)C2=O)cc1	-1.4	-8.5	-3.8
NC(=S)NN=C(c1ccc(F)cc1)C1CC1	1.0	5.0	8.1
O=S1(=O)c2ccc(Br)cc2N2CCC[C@@H]2CN1C1CC1	2.1	4.7	8.3
O=C(CCl)NC(=O)NC12CC3CC(CC(C3)C1)C2	2.7	-3.4	-15.6
O=C(O)CCC(=O)Nc1ccc(N=Nc2ccccc2)cc1	24.2	3.3	16.2
CCCNc1ncnc2c1cnn2C1CCCCO1 (configuration not stated)	3.6	7.4	-1.0
O=C(O/C(=C/c1ccccc1)C(F)(F)F)c1ccccc1	13.6	-18.1	-3.9
CCN(C(=O)COC(=O)/C=C/c1nc2ccccc2s1)c1c(N)n(Cc2ccccc2)c(=O)[nH]c1=O	-0.7	0.6	2.8
Cc1nc(CN2CCCCC2)c(O)c(=O)[nH]1	-1.0	4.9	-8.6
CC(=O)N1/C(=C/c2ccc(N(C)C)cc2)C(=O)c2ccccc21	46.8	-2.4	30.9
O=C(/C=C/c1cccc([N+](=O)[O-])c1)c1ccc([N+](=O)[O-])o1	104.8*	8.8	95.1*
Cc1cc(OC(=O)C(c2ccccc2)c2ccccc2)c([N+](=O)[O-])c(=O)[nH]1	3.3	-8.9	2.4
CC1=C(c2ccccc2)C=NNCC1=O	-2.6	-7.6	6.2
CC1=CC(=O)C(C(C)=Nc2cccc(Cl)c2)C(=O)O1 (configuration not stated)	1.2	-3.2	-3.1
CC(O)(Cc1cccnc1)c1cccs1 (configuration not stated)	10.6	0.3	5.0
Cc1nc(N2CCN(Cc3ccc4c(c3)OCO4)CC2)c2oc3ccccc3c2n1	7.4	23.6	-2.2
O=C(/C=C/c1ccncc1)c1ccc(NC(=O)c2ccccc2F)cc1	68.6*	14.3	39.8
CCC(=O)Nc1cccc(C(=O)OCc2cccc([N+](=O)[O-])c2)c1	16.5	-16.1	-1.2
CC(=O)N1C(=O)/C(=C2\SC(=S)N(c3c(C)n(C)n(-c4ccccc4)c3=O)C2=O)c2ccccc21	36.9	2.9	19.3
O=C(Cn1cc(COc2ccccc2C(F)(F)F)nn1)c1ccc(O)cc1	15.8	6.9	17.0
O=C(CS(=O)CC(=O)Nc1ccc(Cl)cc1)NCC1OCCc2ccccc21 (configuration not stated)	-10.8	-4.2	-11.6
O=C(c1ccc(S(=O)(=O)N2CCCCC2)cc1)N1CCN(Cc2ccc3c(c2)OCO3)CC1	0.0	-15.7	-6.9

Exported with values under each structure: part of the list above.
Order of results: CCR6 antagonist, EBI2 block, CXCR6 inh
CC(=O)N1C(=O)/C(=C2\SC(=S)N(c3c(C)n(C)n(-c4ccccc4)c3=O)C2=O)c2ccccc21
→ 36.9, 2.9, 19.3
O=C(Cn1cc(COc2ccccc2C(F)(F)F)nn1)c1ccc(O)cc1
→ 15.8, 6.9, 17.0

The listing continues:
SMILES	CCR6 antagonist	EBI2 block	CXCR6 inh
Cn1c(=O)c2nc(NCc3ccccc3)sc2n(C)c1=O	10.4	-4.6	-0.3
CC(=O)Nc1cc2c(cc1Cl)Cc1cc(Cl)ccc1-2	6.5	0.1	-0.4
O=c1[nH]c2c(c(=O)n1-c1ccccc1)CCO2	11.8	-11.8	-2.2
S=c1[nH]nc(-c2ccc3ccccc3n2)n1-c1ccccc1Cl	28.4	3.8	0.1
Cc1cc(=O)n2nc(N3CCCC(C(=O)NCCCN4CCc5ccccc5C4)C3)sc2n1 (configuration not stated)	5.8	0.5	-8.5
COC(=O)/C=C/c1ccc(OC(=O)OC)c(OC(=O)OC)c1	11.8	-4.4	3.3
COC(=O)c1ccc2nc(Nc3nc4ccc(F)cc4s3)sc2c1	-15.9	-7.5	-10.1
Cc1cc(C)nc(SCc2nnc(SCC(=O)Nc3nccs3)n2C)n1	11.3	-4.3	1.0
Brc1ccc(C2Nc3cccc4cccc(c34)N2)cc1	10.8	-14.4	1.5
CC(C(=O)Nc1ccc(Br)cc1)N(C)CC(=O)NCc1ccco1 (configuration not stated)	10.4	-11.7	2.6
O=[N+]([O-])c1ccc2[nH]c(=S)[nH]c2c1	2.1	-1.5	-5.8
O=C(Cc1cccc(NC(=O)C2CCN(C(=O)C3CCC3)CC2)c1)Nc1cccc(C(=O)N2CCOCC2)c1	-1.2	-6.5	2.7
CN(CC(=O)Nc1c(Cl)cccc1Cl)C(=O)c1ccc(NS(=O)(=O)c2ccc3[nH]c(=O)[nH]c3c2)cc1	2.2	6.8	0.0
COC(=O)[C@@H]1CC(O)CN1C(=O)C12CC3CC(CC(C3)C1)C2 (some centres not stated)	3.7	-4.1	-2.1
C=C1C(=O)c2sccc2C(c2ccc(OC)c(OC)c2)C1COC(C)=O (configuration not stated)	92.4*	60.5*	93.9*
N=C1S/C(=C\c2ccc(-c3ccccc3C(=O)O)o2)C(=O)N1c1ccc2c(c1)OCO2	21.1	15.1	12.4
O=C(COc1ccc(Br)cc1)NNC(=S)NC(=O)c1ccccc1[N+](=O)[O-]	15.1	26.4	-4.3
CCOc1cc2c(cc1O)CCC1C2CCC2(C)C(O)CCC12 (configuration not stated)	9.0	-9.6	-3.5
COc1ccc2c(c1)CCc1cnoc1-2	-9.5	-6.9	-6.7
O=C(Cc1ccc(NC(=O)C2CCCN(C(=O)C3CC3)C2)cc1)Nc1cccc(C(=O)N2CCCC2)c1 (configuration not stated)	-6.7	-4.6	-9.1
CN(C(=O)c1cccc(NC(=O)Cc2cccc(NC(=O)C3CCCN(C(=O)C4CCCCC4)C3)c2)c1)C1CCC1 (configuration not stated)	2.8	-2.3	2.0
O=C(Cn1nc2ccccc2n1)N/N=C/c1cc(Cl)cc([N+](=O)[O-])c1O	44.3	5.3	38.7
N#CC(C#N)=C1SC(=Nc2ccccc2)C(=Nc2ccccc2)N1c1ccccc1	1.7	-13.5	-4.8
Cc1ccc(N(C(=O)Cn2nnc3ccccc32)C(C(=O)NCc2ccco2)c2ccc(C)o2)cc1 (configuration not stated)	-5.0	-3.8	7.6
CCOc1ncccc1C(=O)OCc1cc(=O)oc2c(C)c(C)ccc12	-4.1	9.2	-0.3
COc1ccc(CC(=O)Nc2cc(S(=O)(=O)N3CCOCC3)ccc2N2CCCC2)c(OC)c1	-0.4	-19.3	2.1
O=C1c2ccccc2C(=O)C12OC2c1ccc(Cl)cc1Cl (configuration not stated)	7.2	28.4	2.9
Cc1cc(C)nc(N2CCN(c3nc(-c4ccccc4)nc4c3oc3ccccc34)CC2)n1	-0.4	-6.1	-4.6
OCCN(CCO)c1cc2c3ccccc3ccc2c2ccccc12	-20.5	-30.7	-22.8
CC(C)C[C@H]1CNC(=S)N1CC1CCCN1C[C@H](Cc1ccc(O)cc1)N1C[C@H](Cc2ccccc2)N(CC2CCCCC2)C1=S (some centres not stated)	18.1	38.7	18.4

Compounds from the list above with a furan ring, fused or not, in the order listed:
SMILES	CCR6 antagonist	EBI2 block	CXCR6 inh
COc1ccc2oc(C(=O)N3CCN(S(=O)(=O)c4c(C)c(C)cc(C)c4C)CC3)c(C)c2c1	11.5	79.9*	16.9
O=C(/C=C/c1cccc([N+](=O)[O-])c1)c1ccc([N+](=O)[O-])o1	104.8*	8.8	95.1*
Cc1nc(N2CCN(Cc3ccc4c(c3)OCO4)CC2)c2oc3ccccc3c2n1	7.4	23.6	-2.2
CC(C(=O)Nc1ccc(Br)cc1)N(C)CC(=O)NCc1ccco1 (configuration not stated)	10.4	-11.7	2.6
N=C1S/C(=C\c2ccc(-c3ccccc3C(=O)O)o2)C(=O)N1c1ccc2c(c1)OCO2	21.1	15.1	12.4
Cc1ccc(N(C(=O)Cn2nnc3ccccc32)C(C(=O)NCc2ccco2)c2ccc(C)o2)cc1 (configuration not stated)	-5.0	-3.8	7.6
Cc1cc(C)nc(N2CCN(c3nc(-c4ccccc4)nc4c3oc3ccccc34)CC2)n1	-0.4	-6.1	-4.6

Later entries.
SMILES	CCR6 antagonist	EBI2 block	CXCR6 inh
O=C1CCN(c2ccccc2)N1	21.4	1.3	8.3
CCC1CCCCN1CC(=O)Nc1cc(OC)c(OC)cc1C#N (configuration not stated)	12.3	-1.7	-3.1
NS(=O)(=O)c1ccc(-c2ccc(/C=C3\C(=O)Nc4cc(Cl)ccc43)o2)cc1	22.7	14.2	6.4
O=[N+]([O-])c1ccc(COc2cccc(CN3CCCC3)c2)cc1	7.7	-3.8	0.5
Cn1c(=S)c2[nH]c(SCc3cccnc3)nc2n(C)c1=O	7.1	3.3	1.4
CC(=O)N1CCN(c2ccc(Oc3nc(-c4ccccc4)nc4ccccc34)cc2)CC1	-8.7	4.5	1.1
O=C(NNC(=O)c1cccc2ccccc12)c1ccc(Br)cc1	16.7	7.7	-3.8
O=C1C=CC(=O)N1c1ccccc1N1C(=O)C=CC1=O	107.9*	24.5	72.5*
CC(C)(C)c1nnc(NS(=O)(=O)c2ccc(F)cc2)s1	-3.0	-1.0	-5.0
O=[N+]([O-])c1ccc(N=Nc2c(Cl)cc(O)cc2Cl)cc1	73.9*	4.6	44.1*
COc1cc(C(C)=NNC(=O)c2ccncc2)ccc1O	3.9	-3.8	-2.0
CCCC(=O)n1nc(-c2cccnc2)nc1NCc1cccs1	16.7	4.3	-1.4
Nc1ccn(C2CCCO2)c(=O)n1 (configuration not stated)	11.7	0.3	1.9
Cc1ccc(NC(=O)C(C)OC(=O)c2nc(Cl)ccc2Cl)cc1S(=O)(=O)N1CCOCC1 (configuration not stated)	-1.1	-29.2	0.4
C(#CCN1CCOCC1)CCCN1CCOCC1	0.9	-5.9	1.6

Record cards (already shown). Order of values: CCR6 antagonist, EBI2 block, CXCR6 inh
O=[N+]([O-])c1ccc(COc2cccc(CN3CCCC3)c2)cc1 is entered as 7.7, -3.8, 0.5
Cc1ccc(NC(=O)C(C)OC(=O)c2nc(Cl)ccc2Cl)cc1S(=O)(=O)N1CCOCC1 (configuration not stated) is entered as -1.1, -29.2, 0.4

Carrying on.
SMILES	CCR6 antagonist	EBI2 block	CXCR6 inh
COc1ccc(Nc2nc(OC)nc(N3CCN(c4ccc(OC)cc4)CC3)n2)cc1	15.1	14.8	1.8
Nc1ccccc1-c1ccc(Cl)cc1	-2.8	-0.1	-5.3
CC(C)C(=O)Nc1cccc(COc2ccc(CN(Cc3ccccc3)C(=O)OC(C)(C)C)cc2)c1	1.1	15.8	0.6
CCN(CC)c1ccc(C=NN2CCCCCC2)cc1	10.7	2.5	-4.3
COc1ccc(CNc2ccncc2)c(OC)c1OC	3.3	-0.9	-10.7
COc1ccc(N2CCN(C(=O)C3CCN(S(=O)(=O)N4CCOCC4)CC3)CC2)cc1	6.7	3.0	1.1
O=c1[nH][nH]c2cc([N+](=O)[O-])ccc12	16.7	-9.3	6.0
O=C(c1coc(=O)c(Br)c1)N1CCOCC1	7.5	-9.9	3.2
Cc1ccc2cc3c(=O)n(C)cc(C=O)c3nc2c1	16.0	-11.5	2.4
CCN(CC)c1ccc(/C=C(\C#N)C(=O)c2ccc(Br)cc2)cc1	32.4	45.1*	29.5
CC(=O)OC1CCC2(C)C3CCC4(C)C(C(C)=O)CCC4C3CC3OC32C1 (configuration not stated)	-6.3	-2.9	0.3
CON1C(=O)CN(C(C)=O)C1c1ccc(Cl)cc1Cl (configuration not stated)	-9.3	-5.2	-3.3
COc1cc(/C=C2/C(=O)NN(c3ccc(Cl)c(Cl)c3)C2=O)cc([N+](=O)[O-])c1O	49.3	0.2	32.5
O=C(c1ccccc1)N1CCN(C(=O)c2ccccc2)c2ccccc21	5.1	11.8	1.6
O=C(CCCC(=O)NN=Cc1ccc(Cl)cc1Cl)NN=Cc1ccc(Cl)cc1Cl	-9.0	26.5	-4.3
CC(OC(=O)C1CCN(S(=O)(=O)c2ccc3c(c2)OCCO3)CC1)C(=O)NC1(C#N)CCCCC1 (configuration not stated)	0.2	5.1	-6.8

Bioassay records as filed in PubChem BioAssay.

These rows are one share of the data, so the mix of outcomes need not match the whole.
